SIRT5 inh: sirtuin-5 (human) deacylase inhibition. hit rate 1.1% among 330,000. inhibition, % at 15 µM. AID 652115. Purified SirT5, succinyl-peptide AMC, trypsin-coupled fluorescence; in the data active means inhibition above about 15%; inconclusive means no clear call, values can overlap the other calls
Target sequence (Q9NXA8 whole entry, looked up): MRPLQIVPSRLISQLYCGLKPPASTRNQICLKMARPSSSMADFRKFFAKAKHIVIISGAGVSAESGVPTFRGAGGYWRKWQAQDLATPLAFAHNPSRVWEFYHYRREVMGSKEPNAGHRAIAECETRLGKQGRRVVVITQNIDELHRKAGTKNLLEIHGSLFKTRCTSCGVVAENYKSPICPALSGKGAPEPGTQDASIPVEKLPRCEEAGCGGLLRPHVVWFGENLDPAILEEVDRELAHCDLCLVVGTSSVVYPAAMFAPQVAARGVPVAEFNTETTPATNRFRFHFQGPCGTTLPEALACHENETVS
E-selectin induc: induces E-selectin expression in human endothelial cells | HUVEC E-selectin immunofluorescence imaging; normalized: neutral wells 0, TNF-alpha wells 100 | activation, % at 7.58 µM | hit rate 0.37% among 260,000 | P16581;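 active means mean E-selectin-positive cell signal at least 10% of the positive control, reached in at least 60% of replicates, without over 20% cell loss; inconclusive means no rule given, readout overlaps actives, possibly toxicity-flagged; inactive means the rest, including those meeting only one limit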;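 further: in these data hits start at about 27%; measured in HUVEC primary endothelial cells; signal is the percent of cells scored E-selectin positive by PE staining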
Target sequence (P16581 whole entry, looked up): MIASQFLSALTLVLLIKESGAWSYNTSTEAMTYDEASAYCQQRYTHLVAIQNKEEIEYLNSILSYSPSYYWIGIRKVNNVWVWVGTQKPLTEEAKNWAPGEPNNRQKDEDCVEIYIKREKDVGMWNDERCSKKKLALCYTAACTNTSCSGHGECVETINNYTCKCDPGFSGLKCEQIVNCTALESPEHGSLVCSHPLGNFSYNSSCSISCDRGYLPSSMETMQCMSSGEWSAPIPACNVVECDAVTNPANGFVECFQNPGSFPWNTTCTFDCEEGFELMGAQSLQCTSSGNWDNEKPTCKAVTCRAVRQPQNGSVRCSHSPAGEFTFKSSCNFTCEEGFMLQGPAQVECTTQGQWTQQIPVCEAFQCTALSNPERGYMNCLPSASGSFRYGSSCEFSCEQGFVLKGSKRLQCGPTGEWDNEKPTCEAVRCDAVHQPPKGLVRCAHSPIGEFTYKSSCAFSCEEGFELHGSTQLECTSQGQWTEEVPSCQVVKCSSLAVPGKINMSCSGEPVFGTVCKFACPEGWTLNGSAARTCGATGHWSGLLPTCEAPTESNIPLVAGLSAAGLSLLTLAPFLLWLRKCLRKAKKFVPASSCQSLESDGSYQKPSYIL
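Assay system: HUVEC, human umbilical vein endothelial cells / Amount: 3,000 HUVEC/well / Controls: TNF-alpha positive control, DMSO neutral control / Compound dosing: single concentration / Medium: EGM-2 over gelatin coat / Evaluation: percent E-selectin-positive cells / Signal: immunofluorescence imaging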
DENV2 CPE: protects cells from dengue virus 2 cytopathic effect; AID 651640; CPE inhibition, % at 9.99 µM; hit rate 1.7% among 350,000; DENV2-infected cells, cytopathic effect rescue, plate reader; in the data active means CPE inhibition above about 20%, passing the limit was not always enough; inconclusive means no clear call, values can overlap the other calls; tested in BHK-21 cells;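 further: 0% = median of neutral control wells and 100% = median of positive control wells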
ERp5 inh: ERp5 (human) disulfide isomerase inhibition | ERp5 insulin aggregation, absorbance 650 nm, 90 min | AID 651711 | inhibition, % at 9.99 µM | hit rate 0.05% among 350,000;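 active means mean replicate inhibition above about 25%, with every replicate also reaching it, limit read from the data, passing the limit was not always enough; inconclusive means only one of those two criteria met; inactive means neither criterion met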
PglD inh: PglD (C. jejuni) enzyme inhibition | hit rate 0.098% among 360,000 | AID 602405 | purified PglD enzyme, DTNB colorimetric CoA detection | inhibition, % at 12.5 µM; in the data active means inhibition above about 16%, passing the limit was not always enough; inconclusive means no clear call, values can overlap the other calls; further: strong numbers were not always called active
S100A4 MyoIIA: inhibitors of human S100A4 binding to myosin IIA peptide; inhibition, % at 10.7 µM; P26447; AID 652163; hit rate 0.14% among 360,000; S100A4/TAMRA-MyoIIA peptide fluorescence polarization;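 active means mean inhibition of at least 70% across replicates, with every replicate also reaching that level; inconclusive means mean inhibition reaches 70% but some replicates fall short; inactive means mean inhibition below 70%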
Target sequence (P26447 whole entry, looked up): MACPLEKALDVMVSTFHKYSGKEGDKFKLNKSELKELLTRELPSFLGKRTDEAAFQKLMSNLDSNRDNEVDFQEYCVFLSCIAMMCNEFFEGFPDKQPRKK
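System – human S100A4 monomer protein, biochemical binding assay · Buffer or medium – Calcium-containing HEPES buffer, pH 7.2 · Timing – 5 min between mix addition and reading · Also added – TAMRA-labelled myosin IIA heavy-chain peptide probe, 5 nM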
Statin myotox sup: suppressors of simvastatin-induced myotoxicity in C2C12 myotubes; ATP luminescence, 48 h; scaled: DMSO 0, geranylgeraniol control 100; rescue of ATP level, % at 7.49 µM; hit rate 0.78% among 330,000; AID 602340;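 active means mean ATP rescue above about 67%, or every replicate alone reaching that limit, limit read from the data, passing the limit was not always enough; inconclusive means no clear call, values can overlap the other calls; inactive means mean under the limit and some replicate under it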;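 further: myotubes were challenged with 10 µM simvastatin during compound exposure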
Numbers without * were called inactive; ? = inconclusive; . = no result given; & = joins results of further samples. This is a subset; the hit share may differ from the screen's.

SMILES	SIRT5 inh	E-selectin induc	DENV2 CPE	ERp5 inh	PglD inh	S100A4 MyoIIA	Statin myotox sup
NS(=O)(=O)c1ccc(CCNc2nc(C(F)(F)F)nc3ccccc23)cc1	1	.	3	5	-2	-2	-15
Fc1cccc(/C=N/n2c(C3CCCCC3)n[nH]c2=S)c1	-1	-0.1	3	0	-4	-3	4
COc1cccc(CN(C(=O)c2ccccc2Br)C2CCS(=O)(=O)C2)c1 (stereo not given)	2	-0.2	5	5	3	-3	-5
Cc1cc(F)cc(-c2cc(C(=O)NCC3CCCCC3)[nH]n2)c1	0	-0.1	27*	-2	1	0	-7
C=CCOc1ccc(C[C@H](N)C(=O)NC[C@H]2O[C@@H](n3ccc(N)nc3=O)[C@H](O)[C@@H]2O)cc1	.	-0.4	?	5	-4	-4	8
CCC1CCC2(CC1)NC(=O)N(CC(=O)NCc1ccc(Cl)cc1)C2=O (stereo not given)	-4	6.7	?	1	2	-7	-2
CCCCOCCCNC(=O)C[C@@H]1C[C@@]2(C(=O)OC)CCCCC=C2N(Cc2ccccc2)C1=O	-1	.	-2	3	.	-3	.
CCCC(=O)Nc1ccc(NC(=O)c2ccco2)c(OC)c1	1	.	1	1	3	3	-25
O=C(C[C@H]1C=C[C@@H](NC(=O)c2cccc(F)c2)[C@@H](CO)O1)NCCN1CCCC1	-2	-0.3	0	5	2	-4	0
Cn1cc(C(=O)N2CCN(c3ccccc3)CC2)c(=O)c2cc(S(=O)(=O)N3CCCC3)ccc21	0	.	12	-1	-2	-2	42
CC(C)C(C(=O)NCc1ccco1)N(CC1CCCO1)C(=O)CNS(=O)(=O)c1ccccc1 (stereo not given)	14	.	-2	3	.	0	.
CC(=O)NC[C@H]1[C@@H](c2ccc(-c3cccnc3)cc2)[C@@H](CO)N1C(=O)CC1CC1	-1	-0.1	-1	-1	.	0	.
COC(=O)c1ccc(OC)c(CN2CCCN(Cc3cc(C)ccc3C)S2(=O)=O)c1	-3	0.1	-1	5	5	-2	-20
COCC#Cc1cnc2c(c1)C(=O)N([C@H](C)CO)C[C@@H](C)[C@H](CN(C)S(=O)(=O)c1cn(C)cn1)O2	1	0.4	-5	1	0	2	6
Cc1ccc(S(=O)(=O)N[C@@H]2CC[C@H](CC(=O)N3CCC(Cc4ccccc4)CC3)O[C@@H]2CO)cc1	-2	0.1	-10	4	-1	4	4
CC(=O)Nc1nnc(SCC(=O)NCc2ccc3c(c2)OCO3)s1	-1	-3.8	-5	9	2	-1	.
N#C[C@H]1[C@@H](c2ccccc2)[C@H](CO)N1C(=O)CN1CCOCC1	1	-0.3	?	11	-2	5	11
O=C(Nc1ccccc1)N[C@H]1CC[C@H](CCNC(=O)c2ccccc2F)O[C@H]1CO	2	-2.0	14	4	1	4	5
C=CCNC(=O)c1onc(CSc2cc(C)ccc2C)c1C(=O)O	1	0.1	?	3	4	-4	6
CC(=O)c1ccccc1OCCCOc1cccc2cccnc12	-1	0.2	6	5	-1	-2	8
COc1ccccc1CNC(=O)C[C@H]1CC[C@@H]2[C@H](COC[C@@H](O)CN2Cc2ccc3c(c2)OCO3)O1	1	0.0	-4	7	-1	-3	8
O=C(NCC1CCCCC1)c1cccc(S(=O)(=O)NCc2cccnc2)c1	.	-1.7	2	1	.	1	.
C[C@H]1CN([C@@H](C)CO)C(=O)c2cccc(NC(=O)Nc3ccc(F)cc3)c2O[C@H]1CN(C)Cc1ccccc1	4	0.0	10	-1	0	-6	35
Cc1nc(-c2ccccc2)sc1-c1ccnn1C	-26	.	.	1	.	-2	.
c1ccc(NCCC2OCC3(CO2)COC(CCNc2ccccc2)OC3)cc1 (stereo not given)	-2	0.0	0	3	1	-1	-5

Continued, starting with the last 6 of the part before.
SMILES	SIRT5 inh	E-selectin induc	DENV2 CPE	ERp5 inh	PglD inh	S100A4 MyoIIA	Statin myotox sup
CC(=O)c1ccccc1OCCCOc1cccc2cccnc12	-1	0.2	6	5	-1	-2	8
COc1ccccc1CNC(=O)C[C@H]1CC[C@@H]2[C@H](COC[C@@H](O)CN2Cc2ccc3c(c2)OCO3)O1	1	0.0	-4	7	-1	-3	8
O=C(NCC1CCCCC1)c1cccc(S(=O)(=O)NCc2cccnc2)c1	.	-1.7	2	1	.	1	.
C[C@H]1CN([C@@H](C)CO)C(=O)c2cccc(NC(=O)Nc3ccc(F)cc3)c2O[C@H]1CN(C)Cc1ccccc1	4	0.0	10	-1	0	-6	35
Cc1nc(-c2ccccc2)sc1-c1ccnn1C	-26	.	.	1	.	-2	.
c1ccc(NCCC2OCC3(CO2)COC(CCNc2ccccc2)OC3)cc1 (stereo not given)	-2	0.0	0	3	1	-1	-5
COc1ccccc1-c1ccc(C2[C@H]3CNC[C@@H]2N3S(=O)(=O)c2ccc(F)cc2)cc1 (stereo not given in full)	-3	0.2&0.2	-4&-8	5	.	10	.
CCO[C@@H]1OC(C(=O)NCc2nc3ccccc3[nH]2)=C[C@H](c2ccc(C(F)(F)F)cc2)[C@H]1CCCO	1	.	?	7	-1	3	15
Cc1cc(-c2csc(N)n2)c(C)n1Cc1ccco1	1	-0.8	2	7	.	-5	.
COc1cc(CCNC2=CC(=O)c3ncccc3C2=O)ccc1O	9	0.7	-2	0	.	-6	.
O=C(COc1nncc2ccccc12)Nc1ccc(Br)cc1F	0	8.4	18	2	2	6	-4
COc1ccc(S(=O)(=O)Nc2ccc3c(c2)C(=O)N([C@@H](C)CO)C[C@H](C)[C@@H](CN(C)C(=O)Nc2c(C)noc2C)OCCCC[C@H](C)O3)cc1	4	0.3	14	2	-3	1	17
Cc1ccc(C2=[N+]([O-])C(C)(C)N(O)C2(C)C)cc1	5	-0.2	10	1	.	-2	.
CC(NC(=O)C12CC3CC(CC(O)(C3)C1)C2)c1ccc(Cl)cc1Cl (stereo not given)	1	.	-6	2	-6	-3	11
CCCN(CCC)CCNC(=O)C1(O)c2ccccc2NC(=O)N1c1cccc(OC)c1 (stereo not given)	2	-0.1	7	2	5	-1	3
Oc1[nH]c2ccccc2c1N=Nc1c(F)c(F)c(F)c(F)c1F	-1	5.9	6	2	.	-3	.
Clc1cccc(N2CCN(c3ncnc4nc[nH]c34)CC2)c1	-6	-0.4	-2	1	.	6	-5
C/C=C/c1ccc([C@H]2[C@@H](CO)N(C(C)=O)[C@H]2CN(C)S(C)(=O)=O)cc1	.	0.0	?	.	-2	.	-7
CO[C@H](CN(C)S(=O)(=O)c1ccc(Cl)cc1)[C@H](C)CN([C@@H](C)CO)S(=O)(=O)c1cccc(Cl)c1	4	0.3	6	0	0	-2	5
COCCN1C(=O)CN(S(C)(=O)=O)CC1(C)C(=O)NCc1ccccc1 (stereo not given)	2	0.0	5	3	.	-2	.
O=C(NCCc1c[nH]c2ccccc12)/C(=C\c1cccnc1)NC(=O)c1ccccc1Br	0	14	41*	-5	-5	-3	-12
O=C(NCCC1=CCCCC1)C1CCN(S(=O)(=O)c2ccccc2)CC1	-2	.	-2	0	.	-1	.
Cc1ccc(N2CCN(C(=S)Nc3ccccc3C)CC2)cc1	1	.	-1	-9	8	-3	19
CCOC(=O)c1cc2c(c(-c3cccc(C#CCN(C)C)c3)n1)[C@@H](CCO)N(S(=O)C(C)(C)C)C2 (stereo not given in full)	3	0.0	?	1	1	-14	.
CC(C)N(Cc1nc(-c2ccccc2)no1)C(=O)c1ccc2c(c1)OCO2	1	.	.	-2	-2	-6	0
COc1ccc(NS(=O)(=O)c2cc([N+](=O)[O-])ccc2N/N=C/c2c(C)[nH]c3ccccc23)cc1	-2	-0.2	5	3	-2	-7	-26
COc1ccc(-c2sc3ccccc3c2-c2ccc(OCCN(C)C)cc2)cc1	.	.	7	0	1	1	-30
COc1cccc(NC(=O)CCC2CCN(C(=O)C3CC=CCC3)CC2)c1 (stereo not given)	-3	-0.1	0	0	10	0	-14
CSC1=C(C#N)C(=O)NC(c2ccccc2O)S1 (stereo not given)	2	.	-1	0	.	4	.
COc1cc(NC(=O)COc2cc(O)c3c(c2)OC(C)(C)CC3=O)cc(OC)c1OC	-1	.	-10	2	5	-4	-73
Cc1ccccc1NC(=O)Cc1cccc(C(F)(F)F)c1	-1	0.0	1	-3	3	1	1
Following part
SMILES	SIRT5 inh	E-selectin induc	DENV2 CPE	ERp5 inh	PglD inh	S100A4 MyoIIA	Statin myotox sup
CC(=O)Nc1nnc(Cc2c[nH]c3ccccc23)s1	-2	14	0	-1	.	-1	.
CCN(CC)CCCNC(=O)c1cn(C)c2ccc(S(=O)(=O)N(C)C3CCCCC3)cc2c1=O	-2	.	-2	0	0	0	7
CSc1cccc(NC(=O)CCNS(=O)(=O)c2ccc3[nH]c(=O)oc3c2)c1	0	-2.0	1	-9	-2	-2	-2
O=C(COc1ccc(Cl)cc1)NCc1ccncc1	-3	-0.5	.	-1	4	5	14
COc1ccccc1C#Cc1cnc2c(c1)C(=O)N([C@H](C)CO)C[C@@H](C)[C@@H](CN(C)C(=O)CN(C)C)O2	-2	-0.2	-10	2	0	12	-5
O=C(CSCc1cccc(Cl)c1)OCc1nc2ccsc2c(=O)[nH]1	1	.	-6	9	4	2	5
COc1ccc(NC(=O)c2cc(-c3cc(F)ccc3OC(C)C)n[nH]2)c(OC)c1	0	1.3	-5	-2	2	0	12
COc1ccc(C(=O)NC2CCCCC2)cc1S(=O)(=O)N1CCOCC1	-1	.	-5	1	-4	2	7
COc1ccc(Br)cc1CN(C)CC(=O)Nc1c(Cl)cccc1Cl	15	.	.	-1	1	42	.
CCC(=O)Nc1ccc2c(c1)OC[C@@H](C)N(Cc1cncnc1)C[C@@H](C)[C@H](OC)CN(C)C2=O	-3	0.0	5	2	0	9	7
O=C(C[C@H]1CC[C@H]2[C@@H](COC[C@@H](O)CN2C(=O)c2cnccn2)O1)N1CCN(c2ccccc2)CC1	.	-0.1	9	.	6	.	-12
COc1cc(NC(=O)c2cc(-c3cccc(O)c3)on2)cc(OC)c1OC	-1	.	-1	-4	5	0	-15
COCC(C)NC(=O)c1cccc(Cl)c1 (stereo not given)	-2	.	.	-6	0	-4	.
CCOc1ccccc1-c1nc(CN2CCCC2c2nccs2)c(C)o1 (stereo not given)	-3	.	-2	3	-3	-12	-7
CCN(CC(=O)NCc1cccs1)C(=O)C(c1ccccc1)c1ccccc1	-1	.	6	-1	-1	-2	-2
Cn1c(=O)c2c(SCC(=O)NCC3CCCO3)nc(-c3ccccc3Cl)nc2n(C)c1=O (stereo not given)	-6	0.1	5	0	-1	-4	5
O=C(Nc1ccccc1)Nc1n[nH]c2nnc(-c3ccccc3)c(-c3ccccc3)c12	-3	0.2	-4	-3	-5	11	1
C[C@@H]1CN([C@H](C)CO)C(=O)c2cc(NC(=O)NC3CCCCC3)ccc2O[C@@H]1CN(C)Cc1ccc(C(=O)O)cc1	-3	17	18	0	5	-11	-7
CCCN1C[C@@H](C)[C@@H](OC)CN(C)C(=O)c2cc(NS(=O)(=O)c3cn(C)cn3)ccc2OC[C@H]1C	-3	0.1	.	-1	-3	17	-7
CCCc1ccc(-c2cc(NC(=O)Cc3c(C)[nH]c4ccccc34)ccc2Nc2cccnc2)cc1	.	2.2	2	6	.	-3	.
C[C@@H]1CN([C@H](C)CO)C(=O)c2cc(NC(=O)NC3CCCCC3)ccc2O[C@@H](C)CCCCO[C@@H]1CN(C)S(=O)(=O)c1ccccc1	7	0.0	-1	-1	1	-6	.
CCC(C)NC(=O)c1c(-c2cc(Cl)c(OC)c(Cl)c2)noc1C (stereo not given)	.	.	-10	7	8	20	-4
CC=Cc1ccc2n(c1=O)C[C@H]1[C@H](CO)[C@@H](C(=O)NCC3CC3)N(Cc3cccnc3)[C@@H]21 (mixture of isomers)	-4	-0.1	5	4	1	6	-8
CCc1ccccc1NC(=S)N1N=CCC1c1ccccc1 (stereo not given)	-2	.	4	0	-2	-10	5
